From PubChem BioAssay
IEC-6 cytotox: kills IEC-6 intestinal cells in KLF5 counter-screen | IEC-6 cytotoxicity, luminescence viability | inhibition, % at 5 µM | AID 1825 | actives 0.78% (n = 290,000); in the data active means inhibition above about 22%;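 further: 0% = plate median of test compound wells and 100% = cytotoxic reference compound wells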
Platelet DG rel: modulates dense granule release in human platelets; human platelet-rich plasma, SFLLRN dense granule ATP release, luminescence; inhibition, %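 (compounds screened at 7.5 µM in platelet-rich plasma)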; actives 0.22% (n = 300,000); AID 1663;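 active means mean replicate score, as percent of positive control, at or above 50; inconclusive means mean below 50 but at least one replicate at or above 50; inactive means mean and every replicate below 50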
KLF5 inh: kruppel-like factor 5 inhibition; DLD-1 KLF5 promoter-luciferase reporter, luminescence; inhibition, % at 5 µM; actives 0.23% (n = 290,000);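 active means inhibition above a per-plate limit of that plate's mean compound inhibition plus 3 SD, cut at about 60% in these data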;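 further: 0% = DMSO wells and 100% = LY294002 at 200 µM; higher means less KLF5 promoter-driven luciferase light; inactives centre near -14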
SKKanGAS inh: inhibitors of SKKanGAS S. pyogenes growth in kanamycin (SK-promoter or general growth effect); BacTiter-Glo, 6 h; inhibition, % at 7.5 µM; actives 1.3% (n = 300,000); AID 1662;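 active means mean replicate score, as percent of positive control median, at least 50; inconclusive means mean below 50 but one replicate at or above 50; inactive means mean and every replicate below 50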;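 further: strain carries kanamycin resistance gene driven by streptokinase promoter and grows in 40 µg/ml kanamycin; loss of luminescence reflects streptokinase promoter inhibition or plain growth inhibition; 0% = median of DMSO wells and 100% = positive control at its reference dose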
HSP90 refold inh: inhibitors of HSP90 luciferase refolding in rabbit reticulocyte lysate; luciferase refolding luminescence, 3 h; inhibition, % at 5.6 µM; actives 0.91% (n = 290,000);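 active means inhibition above the screen-wide mean plus 3 SD, computed separately per campaign, cut at about 16% in these data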;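 further: 0% = DMSO wells and 100% = 60 µM geldanamycin wells; inhibitors lower the luminescence because luciferase stays unfolded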
HSF1 inhib: HSF1 inhibition | actives 0.77% (n = 300,000) | activity change, negative = inhibition, % at 7.5 µM (by protocol) | NIH3T3-HGL HSE-luciferase, MG132-induced, luminescence 8 h; active compounds read low;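 active means more than half of replicate wells show activity change below -50%, luminescence cut by over half; inconclusive means some wells, but at most half, below -50%; inactive means no replicate well below -50%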;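 further: luciferase reports HSF-1 transcriptional activity via heat shock element; 0% = median of DMSO wells and -100% = zero luminescence signal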
HIF act: HIF pathway transcriptional activation; AID 1910; activation, % at 7.5 µM (by protocol); U2OS HRE-luciferase reporter, luminescence; normalized: DMSO 0%, desferrioxamine 100%; actives 0.32% (n = 300,000);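 active means mean activation of at least 10% of the iron chelator positive control signal, with at least half of replicates also reaching 10%; inconclusive means mean and replicate majority disagree about reaching 10%; inactive means mean and most replicates under 10%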
aSyn 5UTR inh: MLPCN primary screen, SNCA 5' untranslated region. alpha-synuclein 5'UTR reporter, inhibitor activity. inhibition, % (tested at 7.5 µM). actives 0.82% (n = 300,000). AID 1813; in the data active means inhibition above about 60%; inconclusive means no clear call, values can overlap the other calls;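 further: H4 neuroglioblastoma cells stably carrying SNCA 5'UTR luciferase fusion; 0% = DMSO wells and 100% = positive control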
AI-2 QS modul: Vibrio harveyi AI-2 quorum sensing modulation | Vibrio harveyi JMH597 AI-2 luminescence/OD600 ratio, 9 h; active compounds read low; strain lacks LuxN and CqsS sensors; 0 = neutral-control median | activity change, % at 7.5 µM | actives 0.4% (n = 300,000) | AID 2094; in the data active means activity change below about -75%, passing the limit was not always enough; inconclusive means no clear call, values can overlap the other calls;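 further: luminescence divided by OD600 gain over 9 h not by final OD600 alone; inactives centre near 13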
HSF-1 act: increases HSF-1 driven luciferase reporter signal. NIH3T3-HGL HSF-1 luciferase reporter, MG132, 8 h; 100% = twice DMSO control signal. activation, % at 9 µM. actives 1.7% (n = 300,000). AID 504408;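 active means mean replicate activation of at least 50% with a set share of replicates each reaching 50%; inconclusive means only one of those two conditions met; inactive means mean below 50% and too few replicates reaching it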;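 further: 0% = median of the neutral control wells and 100% = twice that signal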
An asterisk follows results filed as active; ? = inconclusive; / = no result given.

SMILES | IEC-6 cytotox | Platelet DG rel | KLF5 inh | SKKanGAS inh | HSP90 refold inh | HSF1 inhib | HIF act | aSyn 5UTR inh | AI-2 QS modul | HSF-1 act
Cc1ccccc1OCC(=O)NCC1CCCO1 (configuration not stated) | 4 | -4 | -22 | -1 | -1 | -1 | -0.1 | -5 | 8 | -6
Cc1ccn2c(NC(C)(C)C)c(-c3cccs3)nc2c1 | -2 | 1 | -9 | 3 | -4 | -1 | 0.5 | -53 | 41 | 4
CS(=O)(=O)c1nc(-c2ccc(F)cc2)cc(C(F)(F)F)n1 | 25* | 22 | -41 | 0 | 2 | -93* | -2.3 | -126 | ? | -92
COc1ccc(S(=O)(=O)Nc2nc3ccccc3nc2Nc2ccc3c(c2)OCO3)cc1 | -7 | 3 | -34 | 24 | 4 | 0 | 0.1 | -20 | 6 | 3
COc1ccc(-c2nc(C)sc2C)cc1 | 2 | -2 | -33 | 1 | -2 | -3 | 0.1 | 8 | 14 | 18
O=C(NCc1cccs1)C1CCCCC1 | 0 | 2 | -35 | 5 | 26* | -1 | -0.6 | -5 | 6 | -8
COc1ccc(C(C2C(=O)CC(C)(C)CC2=O)C2C(=O)CC(C)(C)CC2=O)cc1COCC(F)(F)F | 1 | 7 | -18 | 2 | -2 | -2 | -0.2 | -2 | 14 | 1
Cc1cccc(C(=O)N(Cc2nc3ccccc3c(=O)[nH]2)C2CCCCC2)c1 | 4 | 3 | -14 | -3 | 0 | 1 | 0.5 | -2 | 26 | 34
Cc1ccc2nc(NC(=S)NC(=O)c3ccc(OC(C)C)cc3)sc2c1 | / | 3 | / | 2 | / | -1 | 0.2 | -107 | 10 | -1
Fc1cccc(F)c1/C=N/Nc1ccccn1 | 3 | 3 | -10 | -12 | -1 | 33 | 3.4 | -230 | 29 | ?
O=C(NNC(=O)C1CCN(S(=O)(=O)c2c(Cl)cccc2Cl)CC1)c1ccccc1O | / | -4 | / | 3 | / | -3 | 0.6 | 2 | 53 | 2
O=C(COc1ccccc1)NCCSCc1ccc(Cl)cc1 | -3 | -5 | -29 | 9 | 4 | -5 | -0.2 | 17 | -4 | 11
O=C(COC(=O)/C=C/c1ccccc1Cl)NC1CCCCCC1 | -2 | -4 | -17 | -17 | 1 | 0 | -0.1 | -13 | 3 | -3
c1ccc(COc2ccc(OCCN3CCCC3)cc2)cc1 | 1 | 7 | -54 | -1 | -2 | 4 | 2.6 | -41 | 10 | 8
CCOc1ncccc1C(=O)Nc1cccc(Cl)c1Cl | 6 | -2 | 3 | -5 | 1 | 1 | -0.3 | 13 | 31 | -1
COc1ccnc(Oc2ccc(F)cc2)c1C(=O)N/C=N/OCc1ccc(F)cc1Cl | -2 | -6 | 26 | 2 | -2 | -2 | 0.0 | 4 | 2 | 2
COCCNC(=O)C1Nc2ccc(OC(F)(F)F)cc2C2C=CCC12 (configuration not stated) | / | 2 | / | 1 | / | 5 | 1.1 | 13 | 12 | 13
CN1CCN(CCOCCOc2ccc(Br)cc2Cl)CC1 | 0 | 2 | -45 | 1 | 1 | -2 | -1.4 | -9 | / | -4
COc1cc(C2N(c3ccc(Cl)c(Cl)c3)C(=O)C3CCCN32)cc(OC)c1OC (configuration not stated) | -1 | 7 | -24 | 1 | 2 | 2 | 1.1 | -11 | 2 | 20
COc1ccc2c(c1O)C(=O)c1ccccc1C2=O | 0 | -4 | -10 | 4 | 3 | 3 | 0.0 | 17 | -18 | 1
Cn1cnnc1SCC(=O)Nc1ccc(N2CCOCC2)cc1 | -6 | 33 | -6 | -1 | -3 | -12 | -0.7 | 6 | 15 | -15
CCOC(=O)c1c(/N=C/C2C(=O)CCCC2=O)sc(C)c1C | -5 | 10 | -10 | -2 | -6 | -4 | 0.6 | / | 33 | 1
Cc1cc2c(=O)n(Cc3ccco3)c(SCC(=O)NCc3ccco3)nc2s1 | 4 | 8 | -9 | 2 | -1 | 7 | -0.1 | -1 | 28 | 12
Cc1ccc(C(=O)Nc2ccccc2C(=O)O)cc1S(=O)(=O)NC1CCCCC1 | 0 | -11 | -13 | 24 | -1 | 3 | -0.3 | 3 | -6 | -2
COc1ccc(SCC(=O)c2cc(C)c(OC(=S)N(C)C)c(C)c2)cc1 | 2 | 2 | -24 | 27 | 9 | 5 | 1.7 | -82 | 31 | 4

Further records:
SMILES | IEC-6 cytotox | Platelet DG rel | KLF5 inh | SKKanGAS inh | HSP90 refold inh | HSF1 inhib | HIF act | aSyn 5UTR inh | AI-2 QS modul | HSF-1 act
COc1ccccc1NC(=O)COC(=O)C12CC3CC(CC(Cl)(C3)C1)C2 | 2 | -9 | -21 | -2 | 1 | -1 | -0.1 | -4 | 19 | -1
C/C=C(\C)C(=O)NCCN1C2=NC[C@H](Cc3ccc(O)cc3)N2C[C@@H]1Cc1ccc(OC)cc1 | 4 | -4 | 3 | 1 | -2 | 1 | -0.1 | 6 | 5 | -8
COc1ccc(S(=O)(=O)N2CCCC2CNC(=O)C(=O)NCc2ccccn2)cc1 (configuration not stated) | / | -2 | / | -3 | / | -2 | -37 | -6 | 69 | 2
COc1ccc2c(CCNC(=O)/C=C/c3ccc(OC)c(OC)c3)c[nH]c2c1 | -22 | -2 | -2 | 4 | 2 | -4 | -0.7 | -31 | 7 | 2
COc1ccc(C(=O)N2CCN=C2c2ccccc2)cc1OC | 7 | -4 | 11 | 4 | -2 | 0 | -1.0 | -2 | 10 | -4
CN(C)c1ccc(N2C(=O)CC(Sc3ccccc3C(=O)O)C2=O)cc1 (configuration not stated) | 2 | 1 | -6 | 11 | 1 | -2 | -0.2 | -34 | 21 | 20
CCO[C@@H]1OC(C(=O)N2CCOCC2)=C[C@H](c2ccc(Br)cc2)[C@H]1CCCO | 4 | -1 | 0 | 0 | 13 | -2 | -0.1 | 6 | 6 | -11
CCc1ccccc1N1C(=O)CC(Sc2nccc(C)n2)C1=O (configuration not stated) | -6 | 0 | -15 | -9 | 1 | 0 | -1.2 | -7 | 22 | -1
Cc1cc(C)c(S(=O)(=O)N2CCCCC2)c(C)c1N(C)S(=O)(=O)c1ccc(Cl)cc1 | -5 | -1 | 11 | 41 | -2 | 8 | -0.2 | 20 | 22 | 35
COc1cccc(N2C(=O)CC(NNc3nc4ccccc4s3)C2=O)c1 (configuration not stated) | 1 | -4 | 8 | 1 | 0 | 39 | 0.2 | -9 | 4 | 69*
CCCCCNC(=O)c1ccc2c(=O)n(CCOC)c(=O)[nH]c2c1 | 5 | 0 | -29 | 4 | 0 | 4 | 0.2 | 25 | 16 | 16
CN1C(C(=O)NCc2cccc(Br)c2)CC2Cn3c(nc4cc5ccccc5cc43)C21 (configuration not stated) | / | -6 | / | 24 | / | 2 | 0.8 | 16 | 18 | 1
CC1(C)Cc2c(sc(NC(=O)COc3ccc(Cl)cc3)c2C#N)C(C)(C)N1 | 2 | -4 | -16 | 0 | -5 | 0 | 0.5 | 14 | 7 | 0
COc1cc(Cl)cc(NC(=O)CCN2CCN(C)CC2)c1 | -5 | 6 | -2 | 0 | -2 | -2 | 0.1 | -8 | 7 | 18
Cc1cc(OCC(=O)c2ccc(Br)cc2)ccc1N1C(=O)CCC1=O | -2 | 4 | -15 | 3 | 5 | 8 | -0.3 | -4 | 20 | 9
CCOC(=O)CNC(=O)C1Cc2ccccc2CN1S(=O)(=O)c1cccs1 (configuration not stated) | -6 | -3 | -34 | 5 | -2 | 7 | -0.4 | -1 | 17 | 16
CCN(CC)CC(C)(C)COC(=O)c1oc2ccccc2c1C | -4 | 3 | -7 | -1 | -5 | 2 | 0.5 | 6 | 12 | -8
CCOCCOC(=O)C(C)Sc1n[nH]c(=O)[nH]c1=O (configuration not stated) | 2 | -1 | -12 | -5 | 1 | -6 | -0.3 | -7 | 7 | 6
CC(NC(=O)COc1ccccc1Cl)c1ccccc1 (configuration not stated) | 0 | -8 | -7 | 1 | -1 | 1 | 1.4 | 9 | 9 | -15
O=C(CCS(=O)(=O)c1ccc(Cl)cc1)OCC(=O)N1CCCCC1 | -1 | -1 | -44 | -4 | -3 | -2 | -0.2 | 6 | 10 | -2
O=C(O)Cc1ccc2sc(-c3ccccc3)nc2c1 | 5 | 24 | -6 | 15 | 0 | -6 | 0.1 | -16 | 8 | -1
Cc1cc(C)c(NC(=O)CN2CCCCCC2)c(C)c1 | -1 | -1 | -55 | 1 | -1 | 1 | -5.0 | -48 | 13 | 24
COc1ccc(/C=C/CN2CCN(Cc3cccc(OC)c3)C(CCO)C2)cc1 (configuration not stated) | -5 | 1 | -8 | -1 | -7 | -6 | -0.2 | 1 | 28 | 4
COc1ccc(C2CC(C(F)(F)F)n3nc(C(=O)NCc4cn(C)nc4C)c(Cl)c3N2)cc1 (configuration not stated) | -5 | -4 | -22 | 2 | 3 | -8 | 0.3 | 36 | 27 | 2
CCC[n+]1c(C)sc2c3c(ccc21)CCCC3 | -6 | / | -27 | / | 4 | / | / | / | 17 | /

(list continues)
SMILES | IEC-6 cytotox | Platelet DG rel | KLF5 inh | SKKanGAS inh | HSP90 refold inh | HSF1 inhib | HIF act | aSyn 5UTR inh | AI-2 QS modul | HSF-1 act
COc1ccc(-c2cc3c(=O)n(CC(=O)NCCCN4CCC(N5CCCCC5)CC4)nc(C)n3n2)cc1 | 0 | 0 | -12 | -1 | 3 | 5 | -0.2 | 9 | 17 | 16
CCOc1ccc(NS(=O)(=O)c2ccc(N)cc2)cc1 | -3 | 2 | -25 | -6 | -1 | -16 | 0.6 | 16 | ? | -35
CC1(C)CC(=O)C=C(NCCN2CCN(C(=O)Nc3ccccc3)CC2)C1 | 1 | -3 | -19 | 0 | 2 | -6 | -0.8 | 10 | 19 | 11
Cn1c(=O)c2[nH]c(N3CCN(c4ccccc4)CC3)nc2n(C)c1=O | 3 | -10 | 1 | 9 | 0 | 1 | -1.7 | 9 | 13 | -3
O=C(NC(Cc1ccccc1)C(=O)NCc1ccccn1)c1ccco1 (configuration not stated) | 3 | -1 | -12 | -4 | -1 | -5 | -0.1 | -20 | 5 | -2
COCCN1C(=O)C(=O)/C(=C(/O)c2ccc(S(=O)(=O)N3CCOCC3)cc2)C1c1cccc(O)c1 (configuration not stated) | 0 | 4 | 0 | 2 | 0 | -6 | 0.3 | 9 | 9 | -1
COc1ccc(C2=NO[C@@H]3C(=O)N(c4ccc(C)cc4C)C(=O)[C@H]23)cc1OC | -3 | 2 | -13 | 11 | -1 | 4 | 0.3 | 32 | 5 | 39
O=S1(=O)N=C(N2CCCc3ccccc32)c2ccccc21 | -1 | 1 | -7 | 6 | 2 | -4 | -0.2 | 14 | 9 | 25
CCCCNc1nc(=S)n(-c2ccccc2)c(C)c1C(C)=O | 4 | 2 | 1 | -12 | -3 | 3 | 0.1 | 1 | 1 | 14
O/N=C(/c1ccc(Cl)cc1)C1CC1c1ccccc1 (configuration not stated) | 2 | 0 | -54 | 22 | -2 | 9 | -2.0 | -23 | 0 | 26
COCCCNc1nc(N)c([N+](=O)[O-])c(N2CCCCCC2)n1 | 1 | 7 | -31 | 15 | 1 | 4 | 1.2 | 9 | 26 | 14
Cc1ccc(S(=O)(=O)NCCC(=O)NCCN2CCCCCC2)cc1 | -4 | -7 | -26 | 15 | 1 | / | -0.1 | 2 | 9 | /
